# Source: PubChem BioAssay
# KB-V1 MDR tox = KB-V1 MDR subline cytotoxicity; KB-V1 MDR cells viability, CellTiter-Glo, 72 h; Potency, µM (doses to about 46.1 µM), for inactives: top-dose activity change, negative = cytotoxicity, actives largely listed as cytotoxic; 400,000 tested, 3.4% active; note: potency is the fitted concentration of half-maximal effect; % is set by controls: 0 for no effect and ±100 for the full control effect; nearly all actives have a fitted effect of over 60% in size
#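 In this primary screen, KB-V1 cells overexpressing P-gp are incubated with library compounds (lowest to highest concentration) for 72 h at 37 degrees C before a luminescent ATP viability read.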
# HT1080NT lethal = kills 2HG-producing HT-1080-NT fibrosarcoma cells; HT-1080-NT fibrosarcoma viability, CellTiter-Glo ATP luminescence, 48 h; Potency, µM (top dose mostly 46.1 µM), inactives show at the highest dose activity, negative = less viability, most hits filed as cytotoxic; 360,000 tested, 1.6% active; AID 686970;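 note: NT is the 2HG producing partner of a matched IDH1 knockdown line; potency is the fitted concentration of half-maximal effect; 0% = DMSO-treated cells and -100% = media-only wells without cells; nearly all actives have a fitted effect of over 55% in size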
#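 Viability by CellTiter-Glo luminescence after 48 h compound exposure at 37C of HT-1080-NT cells (750/well, RPMI, 5% FBS). % activity scaled between DMSO wells and medium-only wells, then curve-fitted and categorized by curve class.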
# SW480 rerep = induces DNA re-replication in SW480 colon adenocarcinoma cells; SW480 DNA re-replication, Hoechst DNA content imaging, 48 h; Potency, µM (series often up to 46.1 µM), for the others: at the highest dose re-replication activation, hits mostly activators; 340,000 tested, 1.8% active; note: potency is the fitted concentration of half-maximal effect; % of control where 0% means no effect; nearly all actives have a fitted effect of over 55% in size
#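 DNA re-replication was detected as more nuclei of elevated Hoechst intensity after 48 hr exposure to compound (23 nL pinned per well of 250 cells).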
# HT1080 IDH1KD tx = HT-1080 IDH1 knockdown cell toxicity (counter line). HT-1080 IDH1 knockdown viability, ATP luminescence, 48 h. Potency, µM (series often up to 46.1 µM), inactives show top-dose activity, negative = toxicity, actives largely listed as cytotoxic. 360,000 tested, 2% active. AID 686971;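 note: potency is the fitted concentration of half-maximal effect; 0% = DMSO wells and -100% = cell-free medium wells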
#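 % activity derives from luminescence (CellTiter-Glo), normalised to DMSO and no-cell wells. HT-1080-IDH1KD cells, 750/well, had 48 h compound exposure at 37 °C.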
# DRD3 agonist = activates the human D3 dopamine receptor; AID 652048; P35462; D3R DiscoveRx beta-arrestin cells, luminescence, 90 min; 410,000 tested, 0.58% active; max activation, %; in the data active = max activation above about 30%; note: 0% is about no effect; mostly tested at two doses, the higher about 12 µM
# Target sequence (P35462 whole entry, looked up): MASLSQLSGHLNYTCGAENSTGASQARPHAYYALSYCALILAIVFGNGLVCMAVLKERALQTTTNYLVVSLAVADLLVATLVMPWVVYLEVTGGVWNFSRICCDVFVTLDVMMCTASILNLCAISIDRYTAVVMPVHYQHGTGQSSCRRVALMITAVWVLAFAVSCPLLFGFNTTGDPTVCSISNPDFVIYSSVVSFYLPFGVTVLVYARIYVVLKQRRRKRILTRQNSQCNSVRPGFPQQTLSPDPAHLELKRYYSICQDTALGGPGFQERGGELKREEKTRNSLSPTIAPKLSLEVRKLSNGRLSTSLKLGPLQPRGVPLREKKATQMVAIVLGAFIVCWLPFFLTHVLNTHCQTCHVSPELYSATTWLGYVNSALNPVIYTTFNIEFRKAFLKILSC
#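 Agonist-mode cell screen: cells plated at 1500/well and incubated overnight at 37 °C, then exposed to library compounds for 90 min at 37 °C. Detection reagent was added for 30–60 min at room temperature, and luminescence was read.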
# MCF10A rerep = DNA re-replication induction in MCF 10a cells | MCF 10A DNA re-replication, Hoechst nuclear intensity, 48 h | Potency, µM (titrated, usually from 46.1 µM), for the others: at the highest dose activity, positive = re-replication, usual class: activators | 350,000 tested, 2.9% active | AID 624296; note: potency is the fitted concentration of half-maximal effect; % of control where 0% means no effect; nearly all actives have a fitted effect of over 50% in size
# IL-1B inflam inh = inhibitors of inflammasome signaling (IL-1 beta secretion). THP-1 LPS/ATP IL-1B secretion, AlphaLISA, 16 h; active compounds read low. activity change, % at 57.5 µM. 360,000 tested, 4.7% active. AID 743279; in the data active = activity change below about -50%; inconclusive = mostly about -30% to -49%; note: % is set by controls: 0 for no effect and ±100 for the full control effect
#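 THP-1 cells pretreated 1 hr with compounds (up to 57.5 uM final), then stimulated with LPS (250 ng/mL final) plus ATP (1.25 mM final); secreted IL-1B measured by AlphaLISA after 16 hr, decreased signal indicating inhibition.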
# KB-3-1 cytotox = KB-3-1 parental cell cytotoxicity; KB-3-1 viability, CellTiter-Glo ATP luminescence, 72 h; Potency, µM (highest dose often 46.1 µM), for inactives: at the top dose activity change, negative = cytotoxic, most hits filed as cytotoxic; 400,000 tested, 1.4% active; AID 1347075; note: potency is the fitted concentration of half-maximal effect; % is set by controls: 0 for no effect and ±100 for the full control effect; nearly all actives have a fitted effect of over 60% in size
#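 Here the drug-naive KB-3-1 line serves as comparator for MDR sub-line selectivity; cells received compound titrations, 72 h at 37 °C, then CellTiter-Glo readout.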
# GLP1R cytotox = cytotoxicity in counter-screen for GLP-1R inverse agonists; HEK293 cAMP-luciferase reporter cells, luminescence, 24 h; Potency, µM (doses to about 38.3 µM), without a hit: at the top dose activity change, negative = inhibition, usual class: inhibitors; 410,000 tested, 0.13% active; AID 624418;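 note: loss of luciferase light is scored as toxicity; potency is the fitted concentration of half-maximal effect; % is set by controls: 0 for no effect and ±100 for the full control effect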
#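 Step one: seed cells (200 cells/uL, DMEM with 10% Nu serum, 1% pen-strep). Step two: 12-hour incubation at 37 deg C. Step three: pin 23 nL compound, incubate 24 hr. Step four: add luciferase reagent, read luminescence 12 min later.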
# Starred values were filed as active, the others as inactive; i = inactive; ? = inconclusive; nt = not tested or not shown; [ ] = another dose, or the depositor's remark. Unless noted, calls come from the whole dose curve; as a rule, active = well fitted curve in the direction sought with a large enough effect; inconclusive = small, poorly fitted or top-dose-only effect, or another doubt; inactive = no such curve, though single readings can be large; an effect the other way counts as inactive or inconclusive.
Molecule,HT1080NT lethal,KB-V1 MDR tox,HT1080 IDH1KD tx,SW480 rerep,IL-1B inflam inh,DRD3 agonist,MCF10A rerep,KB-3-1 cytotox,GLP1R cytotox
CN(C)S(=O)(=O)N1CCN(c2ccc([N+](=O)[O-])c(N3CCOCC3)c2)CC1,-20%,?,?,0%,21,3,-1%,1%,?
Cc1cc2ccccc2n1CCC(=O)O,3%,16%,14%,0%,24,4,-3%,6%,0%
O=C(CN1C(=O)CSc2ccccc21)N/N=C/c1ccco1,4%,3%,4%,-42%[inhibitor],-3,4,?,3%,10%
Cc1cccc(N(CC(=O)NC(C)C)C(=O)CCC(=O)Nc2nccs2)c1,-4%,-8%,12%,5%,-16,3,-3%,6%,-1%
O=C(Nc1nc2ccccc2[nH]1)c1ccc([N+](=O)[O-])cc1,26%,?,13%,6%,-9,1,12%,5%,4%[7.66 µM]
COc1ccccc1OC1OC2COC(c3ccco3)OC2C(O)C1NC(C)=O (stereo unspecified),8%,8%,13%,-8%,6,7,-8%,?,-6%
O=C(c1ccc(S(=O)(=O)Nc2ccc(F)cc2)cc1)N1CCN(C(=O)c2ccco2)CC1,-8%,0%,?,-6%,19,3,?,-20%,-14%
CC(C)CC(=O)Nc1ccc2c3c(cccc13)CC2,16%,-1%,7%,-4%,5,1,-5%,2%,0%
CCCCNS(=O)(=O)c1ccc(NC(=O)c2cccs2)cc1,-11%,-4%,1%,-1%,-22,-4,-3%,-16%,-3%
CCCn1c(SCC(=O)c2cc(OC)ccc2OC)nc2c1c(=O)n(C)c(=O)n2C,3%,-10%,0%,-10%,31,3,0%,9%,-1%

# The list continues.
Molecule,HT1080NT lethal,KB-V1 MDR tox,HT1080 IDH1KD tx,SW480 rerep,IL-1B inflam inh,DRD3 agonist,MCF10A rerep,KB-3-1 cytotox,GLP1R cytotox
C/C(=N/NC(=O)NC12CC3CC(CC(C3)C1)C2)c1ccccc1,7%,16%,0%,17%,32,2,-3%,-1%,7%
O=[N+]([O-])c1ccc(-c2nc(Nc3cccc(O)c3)c3ccccc3n2)cc1,?,?,?,2%,-70*,-1,?,-7%,-24%
Cc1ccc2c(O)c(Cc3ccccc3)c(=O)[nH]c2n1,3%,3%,3%,?,-6,17,-29%,11%,-18%
CC1(C2CC(C(F)(F)F)n3nc(C(=O)O)cc3N2)CC1 (stereo unspecified),6%,-12%,-8%,-1%,-7,-8,2%,10%,-7%
Cc1ccc(S(=O)(=O)NCCNC(=O)CN2CCCC2)cc1,15%,-2%,4%,-2%,1,2,9%,-10%,-12%
Cc1cc(C)n(CC(=O)c2cccc([N+](=O)[O-])c2)n1,-4%,-17%,3%,?,?,-12,-29%,-5%,-18%
C[C@H]1CN([C@@H](C)CO)C(=O)CCCn2cc(nn2)CO[C@@H]1CN(C)C(=O)Nc1ccc(C(C)(C)C)cc1,10%,6%,5%,nt,-2,-7,nt,-4%,-9%
CCCCn1c(=O)n(CC(=O)Nc2ccc(C)c(Cl)c2)c(=O)c2c1ncn2Cc1ccco1,-6%,-15%,-4%,0%,3,1,4%,0%,-8%
CCSc1nnc(NC(=O)CCC2CCCCC2)s1,-4%,-20%,-4%,11%,-1,2,?,-8%,3%
CN(C)/C=C(\C#N)C(=O)c1cccc(Oc2ccc(Br)cc2)c1,4%,10%,5%,-1%,18,3,21%,14%,-22%

# Following part
Molecule,HT1080NT lethal,KB-V1 MDR tox,HT1080 IDH1KD tx,SW480 rerep,IL-1B inflam inh,DRD3 agonist,MCF10A rerep,KB-3-1 cytotox,GLP1R cytotox
Cc1ccccc1OCCCCCn1ccnc1,1%,-20%,-5%,-1%,?,-3,13%,?,4%
O=C(OCc1nc2ccccc2s1)c1ccc(Br)o1,-2%,?,-3%,6%,22,7,1%,?,8%
COc1ccc(-c2cc(-c3ccccc3)nc(SCC(=O)CC(=O)OC(C)C)c2C#N)cc1,nt,4%,nt,nt,nt,5,nt,5%,-1%
CCOC(=O)c1cc2c(=O)n3ccccc3nc2n(CCCOC)c1=NC(=O)c1c(-c2ccccc2Cl)noc1C,nt,-18%,nt,nt,nt,-5,nt,1%,63%[activator]
O=C(NCCCn1ccnc1)c1sc2cccc(F)c2c1Cl,5%[9.24 µM],-26%,-4%,-7%,-12,-5,?,-4%,-6%
COc1ccc(C2=NOC(C(=O)Nc3cccc(O)c3)C2)cc1 (stereo unspecified),-10%,-7%,-11%,-8%,-17,-6,4%,18%,-2%
CCN1CCN(Cc2ccc(OCc3ccccc3)c(OC)c2)CC1,0%,11%,5%,-3%,-3,-9,-3%,-4%,-8%
C/C(=N\OC(=O)c1ccc(F)cc1)c1sc(-c2ccc(Cl)cc2)nc1C,13%,?,17%,-13%,12,1,-5%,12%,2%
CCc1nnc2c3ccccc3nc(Nc3ccccc3OC)n12,nt,12%,nt,nt,nt,-7,nt,-1%,5%
CC1CCCN(S(=O)(=O)c2ccc(C(=O)Nc3sc4c(c3C(N)=O)CCN(C)C4)cc2)C1 (stereo unspecified),?,-1%,?,?,-98*,1,?,?,-17%

# Later entries.
Molecule,HT1080NT lethal,KB-V1 MDR tox,HT1080 IDH1KD tx,SW480 rerep,IL-1B inflam inh,DRD3 agonist,MCF10A rerep,KB-3-1 cytotox,GLP1R cytotox
Cc1cccc2[nH]c(CN(C)Cc3nc(CC4CC4)no3)nc12,16%,3%,-1%,0%,16,4,7%,2%,3%
O=C1[C@H](Cc2ccccc2)NCCCC[C@H](c2ccc(Cl)cc2)N1Cc1ccc(Cl)cc1,-19%,?,-15%,-4%,?,-23,?,?,5%
OCc1ccccc1-c1ccc2nncn2c1,?,2%,5%,nt,33,6,nt,0%,1%
COc1ccc(/C=N/NC(=O)c2ccccc2)cc1CN1CCN(c2ccc(F)cc2)CC1,-1%,?,-3%,-5%,12,-18,5%,7%,11%
CC(=O)Nc1ccc(NC(=O)CSc2cn(CC(=O)N3CCOCC3)c3ccccc23)cc1,0%,2%,19%,3%,-24,2,-19%,-1%,0%
CCOC(=O)c1ccc2nc(Nc3nc4ccc(F)cc4s3)sc2c1,0%,?,0%,1%,21,5,10µM*,-2%,18%
COc1ccc(OC)c(S(=O)(=O)NCc2cn3ccsc3n2)c1,1%,-4%,4%,?,1,1,?,-2%,4%
O=C(NC1CCCCC1)c1cccc(S(=O)(=O)N2CCOCC2)c1,-2%,-21%,0%,2%,10,5,-6%,-2%,5%
O=C(Cn1nc(C(F)(F)F)c2c1CCCC2)N1CCOCC1,21%,3%,6%,-17%,32,8,3%,6%,3%
Cn1c(SCc2cccc(Br)c2)nnc1-c1ccccn1,0%,-23%,-2%,-4%,-11,6,5%,-14%,-19%

# Continuation:
Molecule,HT1080NT lethal,KB-V1 MDR tox,HT1080 IDH1KD tx,SW480 rerep,IL-1B inflam inh,DRD3 agonist,MCF10A rerep,KB-3-1 cytotox,GLP1R cytotox
CN1CCN(C(=O)c2ccc(S(=O)(=O)N(C)c3ccccc3)cc2)CC1,13%,-13%,11%,nt,-6,2,nt,4%,?
CCN(CC(=O)N1CCOCC1)S(=O)(=O)c1ccc(Cl)cc1,5%,3%,19%,2%,i,5,9%,-2%,-6%
CCc1nn(CC(=O)NCCCN2CCCC2=O)c(=O)c2cc3sccc3n12,-1%,11%,0%,-1%,?,2,0%,5%,4%
Cc1ccc2cc(C#N)c(N3CCCN(C(=O)C4CCCO4)CC3)nc2c1 (stereo unspecified),13%,-23%,2%,-7%,0,-1,1%,-1%,6%
CCOc1ccc(CCNC(=O)c2ccc(OCc3c(C)noc3C)cc2)cc1OCC,?,?,-9%,?,2,1,13%,-7%,-4%
COc1ccc(NC(=O)c2ccccc2NC(=O)CN2CCCCCC2)cc1,0%[9.24 µM],-33%,-1%,-8%,-12,4,5%,0%,-11%
Cc1ccc(NC(=O)c2ccc(Cl)cc2[N+](=O)[O-])nc1,5.8µM*,?,4.6µM*,3.7µM*,37,0,?,5.8µM*,?
CCC(=O)N1CCCC(C)(C(=O)Nc2ccc(OC(F)F)cc2)C1 (stereo unspecified),1%,-15%,4%,nt,57,5,nt,0%,-2%
Cc1ccc(Cl)cc1N1CCN(C(=O)CCCn2c(=O)[nH]c3ccc(Br)cc3c2=O)CC1,nt,?,nt,nt,nt,15,nt,-1%,-1%
COc1ccc(C(=O)N(c2ccccc2)C2C=CS(=O)(=O)C2)cc1 (stereo unspecified),3%,-8%,-2%,-1%,12,-14,0%,7%,2%
COC(=O)C1CCN(C(=O)c2ccc(SC)cc2OC)CC1,3%,15%,2%,-5%,-6,1,-3%,4%,-4%
Cc1cc(=O)[nH]c(SCC(=O)N(CCC#N)c2ccccc2)c1C#N,2%,3%,6%,-3%,9,-7,0%,7%,-5%

# Random excerpt: six records from the list, in no set order.
Molecule,HT1080NT lethal,KB-V1 MDR tox,HT1080 IDH1KD tx,SW480 rerep,IL-1B inflam inh,DRD3 agonist,MCF10A rerep,KB-3-1 cytotox,GLP1R cytotox
Cc1ccc2cc(C#N)c(N3CCCN(C(=O)C4CCCO4)CC3)nc2c1 (stereo unspecified),13%,-23%,2%,-7%,0,-1,1%,-1%,6%
COC(=O)C1CCN(C(=O)c2ccc(SC)cc2OC)CC1,3%,15%,2%,-5%,-6,1,-3%,4%,-4%
COc1ccc(C(=O)N(c2ccccc2)C2C=CS(=O)(=O)C2)cc1 (stereo unspecified),3%,-8%,-2%,-1%,12,-14,0%,7%,2%
CCc1nn(CC(=O)NCCCN2CCCC2=O)c(=O)c2cc3sccc3n12,-1%,11%,0%,-1%,?,2,0%,5%,4%
CCN(CC(=O)N1CCOCC1)S(=O)(=O)c1ccc(Cl)cc1,5%,3%,19%,2%,i,5,9%,-2%,-6%
COc1ccc(NC(=O)c2ccccc2NC(=O)CN2CCCCCC2)cc1,0%[9.24 µM],-33%,-1%,-8%,-12,4,5%,0%,-11%
